Assay outcomes deposited in PubChem BioAssay by several laboratories.
Platelet DG rel – platelet dense granule release activity; human platelet-rich plasma, SFLLRN dense granule ATP release, luminescence; inhibition, %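 (compounds screened at 7.5 µM in platelet-rich plasma)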; AID 1663; 300,000 compounds, 0.22% hits;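 active means mean replicate score, as percent of positive control, at or above 50; inconclusive means mean below 50 but at least one replicate at or above 50; inactive means mean and every replicate below 50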
HDAC3 inhib – human HDAC3 inhibition; O15379; recombinant HDAC3, fluorogenic peptide/trypsin coupled, fluorescence; inhibition, % at 8.3 µM; 320,000 compounds, 0.15% hits; AID 2718; in the data active means inhibition above about 26%, passing the limit was not always enough; inconclusive means no clear call, values can overlap the other calls
Target sequence (O15379 whole entry, looked up): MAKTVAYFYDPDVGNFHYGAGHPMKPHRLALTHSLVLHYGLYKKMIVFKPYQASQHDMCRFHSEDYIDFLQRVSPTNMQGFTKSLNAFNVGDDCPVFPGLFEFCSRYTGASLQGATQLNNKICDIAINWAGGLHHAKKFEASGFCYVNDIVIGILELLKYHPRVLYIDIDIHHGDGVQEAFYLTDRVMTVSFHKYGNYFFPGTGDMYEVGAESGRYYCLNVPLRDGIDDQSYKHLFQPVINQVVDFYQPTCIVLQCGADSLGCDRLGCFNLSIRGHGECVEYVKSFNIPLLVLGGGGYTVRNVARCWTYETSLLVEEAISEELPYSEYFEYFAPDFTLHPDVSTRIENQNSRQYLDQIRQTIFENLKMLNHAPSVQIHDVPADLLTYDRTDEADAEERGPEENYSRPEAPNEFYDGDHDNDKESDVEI
Dyrk1A ADPGlo – blocks rat Dyrk1A kinase activity. Q63470. ADP-Glo luminescence, NFATc1 peptide. inhibition, % at 12.5 µM. 310,000 compounds, 0.43% hits. AID 504441; in the data active means inhibition above about 50%;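 further: plate controls were vehicle with enzyme for no effect and no enzyme for full effect; many of its hits are not listed in these tables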
HSF1 inhib – HSF1 inhibition; NIH3T3-HGL HSE-luciferase, MG132-induced, luminescence 8 h; stronger effect = lower value; activity change, negative = inhibition, % at 7.5 µM (by protocol); 300,000 compounds, 0.77% hits; AID 2098;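 active means more than half of replicate wells show activity change below -50%, luminescence cut by over half; inconclusive means some wells, but at most half, below -50%; inactive means no replicate well below -50%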;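 further: luciferase reports HSF-1 transcriptional activity via heat shock element; 0% = median of DMSO wells and -100% = zero luminescence signal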
PolyA inhibitor – inhibitors of polyadenylation in S. cerevisiae; calls only at 12 µM; 300,000 compounds, 0.02% hits; AID 1875; S. cerevisiae SKY197-pL101 polyadenylation reporter, beta-gal luminescence; efflux-impaired pdr1/pdr3 knockout yeast; score 100 = 6 SD above DMSO;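 active means lowest replicate activity score at least 50, where 100 means six control SD above control mean; inconclusive means lowest score under 50 but half or more replicates reach 50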;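 further: yeast exposed to compound for 9 h at 30 °C; higher score means more reporter readthrough which indicates perturbed polyadenylation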
GSK3beta inhib – inhibitors of human GSK3beta kinase; AID 2097; 300,000 compounds, 0.038% hits; P49841; GST-GSK3beta kinase, ADP-Glo luminescence, 60 min; stronger effect = lower value; activity score (negative = inhibition), % at 10 µM;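 active means more than half of replicate wells score below -50%, meaning over 50% inhibition versus plate controls; inconclusive means some replicates but at most half score below -50%; inactive means no replicate scores below -50%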;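 further: 0% = median DMSO wells and -100% = median GW8510 positive control wells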
Target sequence (P49841 whole entry, looked up): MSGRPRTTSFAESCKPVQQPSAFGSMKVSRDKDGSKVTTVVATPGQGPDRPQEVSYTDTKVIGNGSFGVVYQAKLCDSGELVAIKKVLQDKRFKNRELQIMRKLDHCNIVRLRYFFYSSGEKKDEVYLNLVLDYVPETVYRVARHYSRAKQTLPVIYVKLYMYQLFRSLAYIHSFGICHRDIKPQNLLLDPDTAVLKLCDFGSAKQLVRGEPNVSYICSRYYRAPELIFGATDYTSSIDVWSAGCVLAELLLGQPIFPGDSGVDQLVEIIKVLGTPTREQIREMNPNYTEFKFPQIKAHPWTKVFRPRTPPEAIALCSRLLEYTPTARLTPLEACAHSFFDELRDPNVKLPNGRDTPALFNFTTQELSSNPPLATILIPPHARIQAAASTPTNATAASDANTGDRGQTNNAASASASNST
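Assay system: GST-fused GSK3beta enzyme, cell-free / Medium: Tris pH 7.5 buffer with MgCl2, DTT, BSA, heparin / Also added: peptide substrate plus 25 µM ATP (final) / Compound: 10 µM single point / Timing: kinase reaction with compound 60 min at room temperature / Detection: ADP-Glo luminescence / Benchmarks: DMSO neutral wells and GW8510 at 20 µM as positive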
HSF-1 act – increases HSF-1 driven luciferase reporter signal | activation, % at 9 µM | AID 504408 | NIH3T3-HGL HSF-1 luciferase reporter, MG132, 8 h; 100% = twice DMSO control signal | 300,000 compounds, 1.7% hits;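 active means mean replicate activation of at least 50% with a set share of replicates each reaching 50%; inconclusive means only one of those two conditions met; inactive means mean below 50% and too few replicates reaching it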;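 further: 0% = median of the neutral control wells and 100% = twice that signal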
GSK3 alpha inh – human GSK-3 alpha kinase inhibition; ADP-Glo luminescence, 60 min; inhibition, % at 10 µM; 320,000 compounds, 0.1% hits; AID 2650;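 in the data active means inhibition above about 50%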;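 further: GST-tagged GSK-3 alpha with peptide substrate and 25 µM ATP; 0% = DMSO neutral wells and 100% = GW8510 positive control wells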
AI-2 QS modul – modulators of Vibrio harveyi AI-2 quorum sensing system; AID 2094; 300,000 compounds, 0.4% hits; activity change, % at 7.5 µM; Vibrio harveyi JMH597 AI-2 luminescence/OD600 ratio, 9 h; stronger effect = lower value; strain lacks LuxN and CqsS sensors; 0 = neutral-control median; in the data active means activity change below about -75%, passing the limit was not always enough; inconclusive means no clear call, values can overlap the other calls;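 further: luminescence divided by OD600 gain over 9 h not by final OD600 alone; inactives centre near 13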
HSP90 inh – inhibitors of HSP90 luciferase refolding in rabbit reticulocyte lysate; luciferase refolding luminescence, 3 h; inhibition, % at 5.6 µM; 290,000 compounds, 0.91% hits; AID 1789;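 active means inhibition above the screen-wide mean plus 3 SD, computed separately per campaign, cut at about 16% in these data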;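 further: 0% = DMSO wells and 100% = 60 µM geldanamycin wells; inhibitors lower the luminescence because luciferase stays unfolded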
Numbers without * were called inactive; i = inactive; ? = inconclusive; / = not tested or not shown.

Molecule	Platelet DG rel	HDAC3 inhib	Dyrk1A ADPGlo	HSF1 inhib	PolyA inhibitor	GSK3beta inhib	HSF-1 act	GSK3 alpha inh	AI-2 QS modul	HSP90 inh
COCCNc1oc(/C=C/c2ccc(F)cc2)nc1S(=O)(=O)c1ccccc1	3	-6	-3	-5	i	0	6	-1	12	1
CCn1nc(C(=O)NNC(=O)COc2ccc(OC)cc2)c2ccccc2c1=O	-8	-4	3	-23	i	0	-48	-1	17	2
CCCn1nnnc1NC(=O)COc1ccc(Cl)c(C)c1	16	9	-2	-1	i	-15	-11	-3	18	0
OCCC1CN(Cc2ccc3cc(Cl)ccc3n2)CCN1Cc1ccsc1 (stereo not drawn)	-7	-5	3	-7	i	1	-3	-2	28	3
Cc1ccsc1C(=O)C1CCCN(Cc2cccn2-c2ccc(Cl)cn2)C1 (stereo not drawn)	-6	12	15	-5	i	-6	-16	1	30	3
CCCCC(CC)CNS(=O)(=O)c1ccc2c(c1)CCN2C(=O)CCC(=O)O (stereo not drawn)	-3	2	-5	-3	i	6	-2	-7	15	-6
O=C(OC1CO[C@H]2O[C@@H]1[C@H](OC(=O)c1ccccc1)[C@H]2OC(=O)c1ccccc1)c1ccccc1 (stereo partly drawn)	27	7	/	-5	i	1	6	-2	10	/
COc1cccc(CNC(=O)CSCc2cnn(-c3ccccc3)c2-n2cccc2)c1	-5	2	-8	-9	i	9	25	1	13	3
CC(Sc1ccccc1)C(=O)NN=C1CCCCCC1 (stereo not drawn)	-8	-4	-1	-6	i	2	6	-2	19	-1
O=S(=O)(Nc1ccc(Cc2ccncc2)cc1)c1ccc(Cl)cc1	5	-1	0	1	i	0	9	-2	19	-1
COc1ccc(CC(=O)Nc2ccccc2NC(=O)Cc2ccc(OC)cc2)cc1	1	1	-9	-7	i	-3	5	-1	18	-4
Cc1ccc(NC(C(N)=O)c2c(C)[nH]c(=O)[nH]c2=O)cc1 (stereo not drawn)	-1	6	12	-11	i	1	3	1	-2	-2
CC1(c2ccc(OCC#N)cc2)C=C(c2ccc(OCC#N)cc2)n2nc(C(F)(F)F)nc2N1 (stereo not drawn)	-1	1	1	15	i	-3	45	10	13	1
CN(CC(=O)Nc1cccc(F)c1)C(=O)/C=C/c1ccc2ccccc2n1	2	-10	-5	2	i	0	-11	-1	7	-4
CCOC(=O)c1c(NC(=O)C(C)Sc2cccc[n+]2[O-])sc2c1CCN(Cc1ccccc1)C2 (stereo not drawn)	/	1	0	/	/	/	/	-1	/	-5
CC(C)c1ccc(CNCc2ccccc2)cc1	0	-5	5	-1	i	-3	-1	-6	3	-2
COc1ccc([C@H]2Oc3cc(O)cc(O)c3C(=O)C2[C@@H]2C(=O)c3c(O)cc(O)cc3O[C@@H]2c2ccc(OC)cc2)cc1 (stereo partly drawn)	3	21	/	1	i	-5	-1	2	51	/
COC(=O)c1ccccc1NC(=O)C12CCC(C)(C(=O)O1)C2(C)C (stereo not drawn)	-3	-8	18	-6	i	3	-2	3	26	1
O=C(C[n+]1ccn(CCCNP2(=O)C=C(c3ccccc3)OC(c3ccccc3)=C2)c1)c1cccs1	3	5	0	1	i	-3	18	5	0	9
CC1CC1C(=O)N(C)CC(=O)Nc1ccc(Cl)c(C(F)(F)F)c1 (stereo not drawn)	3	-1	2	5	i	4	32	-2	-18	/
[O-]/[N+](=C/c1cccnc1)c1ccc(Br)cc1	2	/	-3	22	i	1	35	/	0	0
O=C(NCc1ccco1)c1sc2cc(Cl)ccc2c1Cl	1	-1	28	20	i	-4	16	-1	18	2
NCCN1CCN(CC(=O)N2c3ccccc3C(=O)Nc3cccnc32)CC1	-3	0	/	4	i	0	1	-2	11	/
CCCCC(=O)Nc1ccc2c3c(cccc13)CC2	-2	-3	-3	7	i	1	22	0	21	-1
COc1cccc(CNn2cnnc2)c1OCc1ccc(F)cc1	-9	-4	3	26	i	1	45	-1	7	2
C/C(=N\NC(=O)C(NC(=O)c1ccccc1)C(C)C)c1ccccc1 (stereo not drawn)	4	5	1	-1	i	0	-5	-4	25	0
O=C(CSc1nnc(CNC(=O)c2c(F)cccc2Cl)o1)NCc1ccccc1	-1	-2	0	-1	i	/	-1	0	40	-3
COc1ccc(N=C2SC(C(=O)O)CC(=O)N2C)cc1 (stereo not drawn)	2	3	4	-5	i	0	-4	1	8	-2
CC1CCCN(c2ccc(F)cc2N)C1 (stereo not drawn)	-2	-1	-6	-3	i	0	-2	1	3	0
Cn1c(N=NC(=O)c2ccccc2)c(O)c2ccccc21	-5	7	-4	14	i	1	34	-1	-2	8

Molecule	Platelet DG rel	HDAC3 inhib	Dyrk1A ADPGlo	HSF1 inhib	PolyA inhibitor	GSK3beta inhib	HSF-1 act	GSK3 alpha inh	AI-2 QS modul	HSP90 inh
O=C(Cn1cnc2ccccc2c1=O)c1ccc(Br)cc1	-1	-3	1	18	i	0	43	-2	-34	-2
C/C(=N/Nc1ccc(Cl)cc1)c1cnnc(-c2ccccc2)n1	-3	1	0	1	i	-1	-1	-1	3	3
Cc1ccc(Nc2nc3ccccc3c(=O)[nH]2)cc1C	-6	-3	1	13	i	1	27	-5	3	0
CC(=O)c1cccc(NC(=O)c2cnn(-c3ccccc3)c2C)c1	8	2	3	11	i	0	25	-1	-1	2
CC(=O)c1cccc(OCc2cc(C(=O)N(C)Cc3cnccn3)no2)c1	1	-3	5	17	i	1	30	1	?	-5
COc1ccc(NC(=O)CSc2ccc3nnc(-c4ccccn4)n3n2)cc1OC	9	-1	2	-7	i	1	4	-1	9	-1
CCOC(=O)N1CCN(C(=O)c2ccc3nc(N4CCC(C)CC4)sc3c2)CC1	0	-1	13	-8	i	1	-1	-3	14	14
S=c1[nH]nc(Cc2c[nH]c3ccccc23)o1	14	-5	-2	-2	i	-2	-3	-7	38	-1
CCCCn1c(=O)c(-[n+]2ccccc2)c([O-])c2ccccc21	2	5	-2	-8	i	3	-9	-6	11	-1
COc1cc(S(=O)(=O)NC(Cc2c[nH]c3ccccc23)C(=O)O)ccc1NC(C)=O (stereo not drawn)	5	-1	-3	-7	i	-1	-7	1	9	2
CCc1c(-c2ccccc2)nc(N)c(C#N)c1-c1cccs1	0	-2	1	1	i	1	31	2	-8	4
COc1ccc(-c2nnn(CC(=O)N(CCCN3CCOCC3)C(C(=O)NC3CCCC3)c3ccc(C)o3)n2)cc1 (stereo not drawn)	5	-3	-2	-1	i	-1	4	1	7	-1
CN(Cc1nc(-c2ccncc2)no1)S(=O)(=O)c1ccc(Cl)cc1	4	-2	3	0	i	-5	-18	12	16	-1
CCCc1c(C(=O)NNc2cccc(Cl)c2)cnn1-c1ccccc1	13	3	-5	3	i	5	11	-1	21	-1
O=C1CN(C(=O)c2ccc(Br)o2)C(c2ccccc2)c2cc(Cl)ccc2N1 (stereo not drawn)	-10	12	2	16	i	-2	29	-2	9	2
O=C(Nc1ccccc1Oc1ccccc1)C1=COCCO1	6	-3	1	0	i	0	-14	-3	18	-1
O=C(COc1ccc([N+](=O)[O-])cc1)Nc1ccc(S(=O)(=O)N2CCOCC2)cc1	0	4	1	-1	i	0	-3	0	9	-5
CCOC(=O)c1cc(C#N)c(SCC(=O)c2cc(C#N)c(SC)nc2C)nc1C	5	-8	/	2	i	7	-15	-2	16	/
Cc1ccsc1C(=O)NNC(=O)C1C2C=CC(C2)C1C(=O)O (stereo not drawn)	/	-1	3	/	/	/	/	-1	/	-5
COc1ccccc1CNS(=O)(=O)c1c(C(=O)N2CCCC2)c(C)n(C)c1C	0	-2	-7	-7	i	4	-1	-2	16	-2
C=CCn1c(SCc2cccc(F)c2)nc2cc(C(=O)N3CCC(C(N)=O)CC3)ccc2c1=O	-14	3	-2	1	i	-3	7	-5	5	-5
CCCCn1cnc2c([nH]c3ccccc32)c1=O	-35	1	5	2	i	3	7	3	15	-1
Cc1cc(NC(=O)COC(=O)CNC(=O)c2cccs2)c([N+](=O)[O-])cc1C	1	-2	2	-3	i	2	12	0	-6	/
CCOC(=O)CCNC(=O)N1CCCC(N(C)CCc2ccc(OC)c(OC)c2)C1 (stereo not drawn)	2	5	-4	-5	i	2	-3	0	12	-2
O=C(NCc1ccccn1)c1ccc(Br)s1	-9	-5	14	1	i	-1	12	-2	36	0
Cc1cccc(CNC(=O)CC2C(=O)NCCN2C2CCCC2)c1 (stereo not drawn)	0	-3	-3	-4	i	1	-15	-1	19	-1
O=[N+]([O-])c1ccccc1/C=C/CN1CCN(Cc2ccc3c(c2)OCO3)CC1	-4	-2	1	-5	i	3	-20	-2	31	-2
O=S(=O)(Cc1ccccc1)N1CCN(c2ccccc2)CC1	4	0	-2	-11	i	2	0	-1	24	-4
COc1ccc(C(=O)NC2CC2)cc1OC1CCN(Cc2cc(C)c(C)cc2C)CC1	0	5	-5	-8	i	2	1	0	40	-1
CCN(CC)C(=S)Nc1ccc(OC)cc1	2	-5	-6	6	i	3	13	-2	21	-6

Molecule	Platelet DG rel	HDAC3 inhib	Dyrk1A ADPGlo	HSF1 inhib	PolyA inhibitor	GSK3beta inhib	HSF-1 act	GSK3 alpha inh	AI-2 QS modul	HSP90 inh
O=S(=O)(c1ccccc1)N1CCN(S(=O)(=O)c2ccc(F)cc2)CC1	-6	-8	3	-8	/	-3	-17	1	-7	-2
COc1cc(C2C(C(=O)c3ccco3)=C(O)C(=O)N2CC2CCCO2)ccc1O (stereo not drawn)	-7	0	3	-10	i	-1	-7	0	14	0
Cn1c(C2CCCCC2)nc2cc(N)ccc21	-3	-16	-6	5	i	-2	35	11	22	1
Cc1cc(C(=O)CSC(C)c2nc3ccccc3c(=O)[nH]2)c(C)n1C (stereo not drawn)	-1	-5	10	1	i	7	-1	-1	12	0
OCCN1CCN(CC(O)COc2ccc(Cl)cc2)CC1 (stereo not drawn)	50*	-6	-4	-3	i	-7	-11	/	6	-2
Cc1nnc(-c2cnn(C)c2N)n1Cc1cccc(Cl)c1	0	3	10	6	i	0	3	-26	16	3
CC(=O)c1c(C)oc2ccc(N(C(=O)c3ccncc3)S(=O)(=O)c3ccccc3)cc12	25	0	/	-4	i	0	-1	1	19	2
CC(C)CSc1oc(-c2ccco2)nc1S(=O)(=O)c1ccccc1	-6	7	0	1	i	0	16	8	9	-4
CCCn1c2ccccc2c2nnc(SCC(=O)Nc3ncccn3)nc21	9	-1	-3	-2	i	-8	-4	-2	36	-1
CC(C)(C)c1csc(NC(=O)c2cccnc2Cl)n1	-1	2	1	9	i	6	22	1	12	/
COc1cc(NC(=O)c2ccc(-c3cccc([N+](=O)[O-])c3)o2)ccc1NC(=O)C(C)C	-1	3	2	-33	i	-2	-41	0	-2	1

These rows are one share of the data; the hit share may differ from the screen's.
